Tcruzi prolif: blocks T. cruzi growth in NIH3T3 culture; T. cruzi beta-gal in NIH3T3, GalScreen luminescence, 90 h; inhibition, % at 8.34 µM; hit rate 5.9% among 77,000; AID 624255;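 active means mean inhibition above about 93%, with at least 55% of replicates each passing it, limit read from the data, passing the limit was not always enough; inconclusive means only one of those two conditions holds; inactive means neither condition holds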
KDM4C inh: blocks human GASC-1 (KDM4C) demethylase activity; Q9H3R0; GST-KDM4C 2-372, H3K9me3 peptide, LANCE TR-FRET; inhibition, % at 12.5 µM; hit rate 0.15% among 96,000;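 active means mean replicate inhibition above about 25%, with at least 55% of replicates also reaching it, limit read from the data, passing the limit was not always enough; inconclusive means only one of those two conditions met; inactive means neither condition met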
Target sequence (Q9H3R0 2-372 limits assumed): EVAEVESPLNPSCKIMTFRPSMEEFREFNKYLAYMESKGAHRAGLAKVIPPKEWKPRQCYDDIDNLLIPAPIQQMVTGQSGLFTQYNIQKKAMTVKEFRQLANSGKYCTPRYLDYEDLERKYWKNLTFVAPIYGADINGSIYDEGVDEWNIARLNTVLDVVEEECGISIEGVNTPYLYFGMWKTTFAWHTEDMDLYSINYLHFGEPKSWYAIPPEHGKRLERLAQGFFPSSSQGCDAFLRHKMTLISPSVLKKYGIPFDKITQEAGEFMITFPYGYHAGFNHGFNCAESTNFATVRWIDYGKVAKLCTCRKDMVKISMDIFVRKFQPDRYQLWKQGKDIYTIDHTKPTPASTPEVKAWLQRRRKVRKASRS
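Test system – GST-tagged GASC-1 (JMJD2C) catalytic fragment, aa 2-372 · Medium – HEPES buffer, pH 7.5, plus ascorbate · Reagent – H3K9me3 peptide with Fe(II)/2OG · Compound – one test concentration per compound · Timing – 30 min reaction, 60 min detection, RT · Technique – TR-FRET with Eu antibody and ULight streptavidin, EDTA stop · Read-out basis – inhibition from TR-FRET ratio decrease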
Pf Dd2 growth: P. falciparum Dd2 growth inhibition. SYBR Green, 72 h; active compounds read low. activity change, % at 10 µM. hit rate 2.3% among 94,000; in the data active means activity change below about -80%; inconclusive means no clear call, values can overlap the other calls
C diff HTS: inhibitors of Clostridium difficile growth; Clostridium difficile clinical isolate growth, OD600, 24 h; active compounds read low; growth activity, negative = inhibition, % at 16 µg/mL (by protocol); hit rate 0.25% among 86,000; AID 1259249;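 active means mean growth activity at or below -80% and every replicate also at or below -80%; inconclusive means mean at or below -80% but some replicate above -80%; inactive means mean growth activity above -80%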;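 further: 0% = DMSO wells and -100% = levofloxacin 16 µg/mL wells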
* marks the source's active call; other numbers are inactive results; ? = inconclusive; / = no result given.

Every second line gives: Tcruzi prolif	KDM4C inh	Pf Dd2 growth	C diff HTS
1	N#C[C@H]1[C@H](c2ccc(C#CC3CCCC3)cc2)[C@H](CO)N1S(=O)(=O)c1ccccc1
    90.5	-1.0	-9.2	-4.3
2	Cc1cc(C(=O)Nc2cccc3c2O[C@@H](CN(C)C(=O)Nc2ccc4c(c2)OCO4)[C@H](C)CN([C@H](C)CO)C3=O)n(C)n1
    -100.8	1.8	23.7	/
3	COc1cccc(-c2cnc3c(c2)C(=O)N([C@H](C)CO)C[C@H](C)[C@@H](CN(C)C(=O)Nc2ccccc2F)O3)c1
    63.4	-0.7	-33.0	-1.7
4	C[C@H](CO)N1C[C@H](C)[C@H](CN(C)C(=O)Nc2ccc(F)cc2)Oc2c(NC(=O)c3nc4ccccc4s3)cccc2C1=O
    -30.9	-1.2	-3.6	-0.8
5	C[C@H]1CN([C@@H](C)CO)C(=O)Cc2cc(NC(=O)Nc3ccc4c(c3)OCO4)ccc2O[C@H]1CN(C)C
    /	2.1	2.4	-3.2
6	C/C=C/c1cnc2c(c1)C(=O)N([C@@H](C)CO)C[C@H](C)[C@@H](CN(C)C(=O)NC1CCCCC1)O2
    99.1	3.7	13.3	6.9
7	CC(C)NC(=O)N[C@@H]1CC[C@@H](CCNS(=O)(=O)Cc2ccccc2)O[C@@H]1CO
    -29.9	-0.5	0.9	/
8	COCC(=O)N1[C@H](C#N)[C@@H](c2ccccc2-c2ccccc2)[C@@H]1CO
    /	-0.7	2.6	-6.2
9	COc1cccc(-c2ccc3c(c2)[C@@H]2[C@@H](CCN2C(=O)NC2CCCCC2)[C@@H](CO)N3C)c1
    /	4.5	-79.7	-4.1
10	C[C@@H]1CCCCO[C@@H](CN(C)Cc2ccc(C(F)(F)F)cc2)[C@H](C)CN([C@@H](C)CO)C(=O)c2cc(NC(=O)Nc3ccccc3)ccc2O1
    75.1	-2.1	-37.2	4.5
11	CO[C@@H]1CN(C)C(=O)c2ccc(NS(=O)(=O)c3ccc(Cl)cc3)cc2OC[C@@H](C)N(C)C[C@@H]1C
    /	0.7	26.1	-1.7
12	C/C=C/c1ccc2c(c1)[C@@H]1[C@@H](CCN1C(=O)Cc1cccnc1)[C@H](CO)N2C
    88.6	0.2	2.8	1.7
13	C[C@@H]1CN([C@@H](C)CO)C(=O)c2cc(NC(=O)CCC(F)(F)F)ccc2O[C@H]1CN(C)C(=O)Nc1cccc2ccccc12
    26.9	-0.8	-7.1	-3.9
14	CC(=O)N[C@H]1C=C[C@@H](CC(=O)NCc2ccc(Cl)cc2)O[C@H]1CO
    25.2	0.0	1.7	-3.5
15	COc1ccc(NC(=O)N(C)C[C@@H]2OCCCC[C@H](C)Oc3ccc(NS(=O)(=O)c4cn(C)cn4)cc3C(=O)N([C@@H](C)CO)C[C@@H]2C)cc1
    2.4	-0.5	1.8	-5.2
16	CCCC#Cc1ccc([C@H]2[C@H](CO)N3C(=O)CN(C(=O)NC4CCCC4)C[C@@H]23)cc1
    /	-1.5	-15.6	2.8
17	C[C@H](CO)N1C[C@H](C)[C@@H](CN(C)S(=O)(=O)c2cccs2)Oc2ccc(NC(=O)Cc3ccccc3)cc2C1=O
    -79.4	0.8	-28.4	-3.3
18	Cc1ccccc1-c1cnc2c(c1)C(=O)N([C@H](C)CO)C[C@@H](C)[C@H](CN(C)CC1CCOCC1)O2
    -92.3	-0.2	-12.2	0.4
19	COc1ccc(CNC(=O)C[C@@H]2C=C[C@H](NC(=O)Nc3ccc4c(c3)OCO4)[C@@H](CO)O2)cc1
    -0.2	-0.9	32.7	1.4
20	Cc1ccc(S(=O)(=O)Nc2ccc3c(c2)C(=O)N([C@@H](C)CO)C[C@H](C)[C@@H](CN(C)C(=O)NC2CCCCC2)O3)cc1
    -12.0	0.3	15.2	2.3

Results in KDM4C inh (2 entries from above):
| entry | canonical_smiles | KDM4C inh |
| --- | --- | --- |
| 12 | C/C=C/c1ccc2c(c1)[C@@H]1[C@@H](CCN1C(=O)Cc1cccnc1)[C@H](CO)N2C | 0.2 |
| 10 | C[C@@H]1CCCCO[C@@H](CN(C)Cc2ccc(C(F)(F)F)cc2)[C@H](C)CN([C@@H](C)CO)C(=O)c2cc(NC(=O)Nc3ccccc3)ccc2O1 | -2.1 |

Other records
Every second line gives: Tcruzi prolif	KDM4C inh	Pf Dd2 growth	C diff HTS
21	CCC(=O)N(CC)C[C@@H]1[C@@H](c2ccccc2)[C@H](CO)N1C(=O)C1CCC1
    34.8	-3.4	11.9	-5.1
22	Cc1ccc(S(=O)(=O)Nc2ccc3c(c2)CC(=O)N([C@@H](C)CO)C[C@@H](C)[C@@H](CN(C)Cc2ccc4c(c2)OCO4)O3)cc1
    61.8	-1.2	25.4	-19.5
23	CC(=O)N1[C@H](CO)[C@@H](c2ccc(C3=CCCC3)cc2)[C@H]1CNC(=O)CN(C)C
    -12.6	1.9	5.1	-2.2
24	COC(=O)C[C@@H]1C[C@@H]2c3cc(NS(=O)(=O)c4cccc(OC)c4)ccc3O[C@@H]2[C@H](CO)O1
    /	-1.4	33.4	-5.4
25	O=C(Nc1ccccc1F)N1CCCCN2[C@H](CO)[C@@H](c3ccc(/C=C/c4ccccc4)cc3)[C@H]2C1
    104.0*	-2.2	-32.6	12.9
26	COc1ccc(NC(=O)Nc2cccc3c2O[C@H](CN(C)S(=O)(=O)c2ccc(F)cc2)[C@@H](C)CN([C@@H](C)CO)C3=O)cc1
    48.7	3.3	27.0	-17.1
27	C[C@@H]1CCCCO[C@@H](CN(C)Cc2ccccc2)[C@H](C)CN([C@@H](C)CO)C(=O)c2cc(NS(=O)(=O)c3cccs3)ccc2O1
    /	-0.9	-12.9	/
28	COCC(=O)Nc1ccc2c(c1)C(=O)N(C)C[C@H](OC)[C@H](C)CN(C(=O)Cc1cccnc1)[C@H](C)CO2
    -33.4	0.8	13.3	/
29	CO[C@H]1CN(C)C(=O)c2cc(NC(C)=O)ccc2OC[C@H](C)N(C(=O)c2ccccc2)C[C@@H]1C
    -18.5	1.6	/	-2.0
30	O=C(C[C@H]1C[C@@H]2c3cc(NC(=O)Nc4ccccc4F)ccc3O[C@@H]2[C@H](CO)O1)NCc1cc(F)ccc1F
    /	-1.3	-7.0	6.0
31	COc1ccc(S(=O)(=O)Nc2cccc3c2O[C@@H](CN(C)C(=O)Nc2ccccc2)[C@H](C)CN([C@H](C)CO)C3=O)cc1
    4.3	1.0	11.4	-4.6
32	COc1ccc(S(=O)(=O)Nc2cccc3c2O[C@@H](CN(C)CC2CC2)[C@@H](C)CN([C@H](C)CO)C3=O)cc1
    32.1	-2.3	16.5	-0.3
33	O=C(C[C@@H]1C=C[C@@H](NS(=O)(=O)c2ccc(F)cc2)[C@@H](CO)O1)NC1CCCCC1
    2.5	-1.1	28.3	/
34	C[C@@H]1CN([C@H](C)CO)C(=O)c2cc(NS(=O)(=O)c3cn(C)cn3)ccc2O[C@@H]1CN(C)C(=O)Nc1ccc(F)cc1
    47.1	-1.8	46.0	/
35	O=C(N[C@H]1CC[C@H](CC(=O)N2CCc3ccccc3C2)O[C@H]1CO)C1CCC1
    8.3	-0.2	-0.7	-2.2
36	C[C@@H]1CN([C@@H](C)CO)C(=O)Cc2cc(NS(=O)(=O)c3ccc(Cl)cc3)ccc2O[C@@H]1CN(C)S(=O)(=O)c1ccc(F)cc1
    66.2	-1.2	-12.8	-1.4
37	Cc1noc(C)c1NC(=O)N(C)C[C@@H]1Oc2ncc(Br)cc2C(=O)N([C@@H](C)CO)C[C@@H]1C
    -15.5	-1.5	29.6	-1.2
38	CCCNC(=O)Nc1ccc2c(c1)OC[C@H](C)N(Cc1cncnc1)C[C@@H](C)[C@@H](OC)CN(C)C2=O
    51.8	-0.1	23.0	/
39	COc1ccccc1NC(=O)N[C@H]1CC[C@H](CCNS(=O)(=O)c2ccccc2)O[C@H]1CO
    -56.9	1.5	-1.8	/
40	CCC(=O)N[C@H]1C=C[C@H](CC(=O)NCCN2CCCCC2)O[C@H]1CO
    2.7	1.2	18.6	-2.7

(cont.)
Every second line gives: Tcruzi prolif	KDM4C inh	Pf Dd2 growth	C diff HTS
41	CO[C@H](CN(C)Cc1cc(F)ccc1F)[C@H](C)CN([C@@H](C)CO)S(=O)(=O)c1ccc(Cl)cc1
    -8.5	1.0	-19.0	/
42	C[C@@H]1CN([C@H](C)CO)C(=O)c2cc(-c3ccccc3F)cnc2O[C@H]1CN(C)C
    -58.4	0.2	19.0	-2.4
43	C/C=C/c1ccc([C@@H]2[C@H](CO)N(CC3CC3)C23CN(C(=O)COC)C3)cc1
    /	-0.9	-11.2	1.5
44	O=C(C[C@H]1CC[C@H](NC(=O)Nc2ccc3c(c2)OCO3)[C@@H](CO)O1)NCc1ccc(Cl)cc1
    -404.4	-0.4	-52.5	7.3
45	C[C@H](CO)N1C[C@H](C)[C@H](CN(C)Cc2ccc(C(=O)Nc3ccccc3N)cc2)Oc2ccc(NC(=O)CCN3CCOCC3)cc2C1=O
    104.7	-1.2	-17.6	/
46	CNC[C@@H]1Oc2c(NC(=O)Nc3ccc(C(F)(F)F)cc3)cccc2C(=O)N([C@@H](C)CO)C[C@H]1C
    25.6	-0.9	0.8	9.6
47	Cc1cc(C(=O)Nc2cccc3c2O[C@H](CN(C)CC2CCCCC2)[C@@H](C)CN([C@@H](C)CO)C3=O)n(C)n1
    78.0	-0.8	-29.5	3.8
48	O=C(Nc1ccccc1)Nc1ccc2c(c1)[C@@H]1C[C@@H](CC(=O)N3CCCCC3)O[C@@H](CO)[C@@H]1O2
    /	3.2	-15.7	-2.4
49	O=C(C[C@@H]1C=C[C@@H](NC(=O)c2ccccn2)[C@H](CO)O1)NCc1cccc(F)c1
    -6.3	1.8	-14.6	1.1
50	C[C@H]1CN([C@@H](C)CO)S(=O)(=O)c2ccc(C#CCN(C)C)cc2O[C@@H]1CN(C)C(=O)C1CC1
    110.5*	-0.6	-8.0	-3.4
51	CCCNC(=O)N(C)C[C@@H]1Oc2cc(-c3cccnc3)ccc2S(=O)(=O)N([C@H](C)CO)C[C@@H]1C
    7.0	0.7	4.0	-1.0
52	CC(C)CC#Cc1cnc2c(c1)C(=O)N([C@H](C)CO)C[C@@H](C)[C@@H](CN(C)S(=O)(=O)c1cn(C)cn1)O2
    48.7	-0.6	15.9	-1.2
53	CCCN(C)C[C@H]1OCCCC[C@@H](C)Oc2ccc(NS(=O)(=O)c3ccc(C)cc3)cc2C(=O)N([C@H](C)CO)C[C@H]1C
    75.2	-4.7	-89.3*	20.5
54	C[C@H](CO)N1C[C@H](C)[C@@H](CN(C)C(=O)Nc2ccc(C(F)(F)F)cc2)OCCCC[C@H](C)Oc2ccc(NC(=O)c3ccncc3)cc2C1=O
    85.9	-2.8	-5.2	6.1
55	C[C@@H]1CN([C@H](C)CO)C(=O)c2cc(NC(=O)CCC(F)(F)F)ccc2O[C@H]1CN(C)CC1CCCCC1
    100.8*	0.4	10.8	2.2
56	C[C@H](CO)N1C[C@H](C)[C@@H](CN(C)C(=O)C2CCOCC2)Oc2cc(C3=CCCCC3)ccc2S1(=O)=O
    /	-0.2	-24.7	2.2
57	COc1ccc(NC(=O)N(C)C[C@@H]2Oc3ccc(NS(=O)(=O)c4cn(C)cn4)cc3CC(=O)N([C@H](C)CO)C[C@H]2C)cc1
    26.2	-0.4	14.9	-0.2
58	C[C@@H]1CN([C@@H](C)CO)C(=O)c2cc(Br)cnc2O[C@@H]1CN(C)C(=O)NC1CCCC1
    29.4	0.7	14.8	1.6
59	CC(C)NC(=O)N[C@H]1CC[C@@H](CCNC(=O)C2CCCC2)O[C@H]1CO
    -9.2	0.1	3.0	6.7
60	C[C@@H]1CN([C@@H](C)CO)C(=O)c2cc(NC(=O)Nc3ccc(F)cc3)ccc2O[C@@H]1CN(C)Cc1ccc(C(=O)Nc2ccccc2N)cc1
    /	0.0	-83.6*	25.9

Remaining list, next part.
Every second line gives: Tcruzi prolif	KDM4C inh	Pf Dd2 growth	C diff HTS
61	COCC(=O)N1[C@H](C#N)[C@H](c2ccc(-c3cccc(F)c3)cc2)[C@H]1CO
    42.8	-0.9	6.0	9.1
62	CO[C@H]1CN(C)C(=O)c2cc(NC(=O)c3ccccc3F)ccc2OC[C@H](C)N(C(C)=O)C[C@H]1C
    55.7	-1.1	-35.8	/
63	COc1cccc(NC(=O)N(C)C[C@@H]2OCc3cnnn3CCCC(=O)N([C@H](C)CO)C[C@H]2C)c1
    10.4	4.1	2.6	4.3
64	COc1ccc(NC(=O)N[C@@H]2CC[C@H](CCn3cc(C4(O)CCCC4)nn3)O[C@H]2CO)cc1
    13.0	0.4	-53.0	-1.4
65	CCCC(=O)N1CCC2(CC1)CN(Cc1ccccc1F)[C@H](CO)c1c2c2ccc(OC)cc2n1C
    /	-0.8	?	2.2
66	C[C@@H]1CN([C@H](C)CO)C(=O)c2cc(NS(=O)(=O)c3ccccc3)ccc2O[C@@H]1CN(C)C(=O)Nc1ccc(F)cc1
    54.5	-0.3	-6.7	-4.7
67	C[C@@H]1CN([C@H](C)CO)C(=O)c2cc(NS(=O)(=O)c3cccs3)ccc2O[C@@H]1CN(C)Cc1ccc(C(=O)Nc2ccccc2N)cc1
    /	0.0	-87.1*	1.5
68	Fc1cccc(CN2[C@@H]3CNC[C@H]2C3c2ccc(/C=C/c3ccccc3)cc2)c1 (stereo partly drawn)
    /	0.2	-19.5	31.5

From PubChem
